Assay outcomes deposited in PubChem BioAssay by National Center for Advancing Translational Sciences (NCATS).
RECQ1 helicase – qHTS Assay for Inhibitors of RecQ-Like Dna Helicase 1 (RECQ1); ATP-dependent DNA helicase Q1 (Homo sapiens), P46063; AID 2549, 2010; Potency, µM (series often up to 57.3 µM), for the others: at the highest dose activity, negative = inhibition, actives largely listed as inhibitors; RECQ1 DNA unwinding, red fluorescence kinetic read; hit rate 0.54% among 240,000;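 further: plate controls were vehicle for no effect and no enzyme for full effect; nearly all actives have a fitted effect of over 30% in size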
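RECQ1T1 50 nM; forked duplex (20 bp + 30-nt ss tails) 200 nM, ATP 2 mM final; pH 8.0, 2 mM MgCl2, 2.5 ug/ml poly(dI-dC); 15 min compound preincubation; discontinuous kinetic read over 2 h at RT.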
KDM4E inh – qHTS Assay for Inhibitors of Human Jumonji Domain Containing 2E (JMJD2E); JMJD2E catalytic domain, FDH-coupled NADH fluorescence (FDH is formaldehyde dehydrogenase); Potency, µM (doses to about 57.1 µM), inactives show at the top dose activity change, negative = inhibition, most hits filed as inhibitors; hit rate 1.6% among 230,000; active means well fitted inhibition curve with a large enough effect, not every such curve was filed as active; inconclusive means small, poorly fitted or top-dose-only effect, or another doubt; inactive means no such curve, though single readings can be large or run the other way;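 further: 0% = wells with enzyme and -100% = buffer wells without enzyme; nearly all actives have a fitted effect of over 50% in size; many of its hits are not listed in these tables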
Target sequence (B2RXH2 1-337 limits assumed): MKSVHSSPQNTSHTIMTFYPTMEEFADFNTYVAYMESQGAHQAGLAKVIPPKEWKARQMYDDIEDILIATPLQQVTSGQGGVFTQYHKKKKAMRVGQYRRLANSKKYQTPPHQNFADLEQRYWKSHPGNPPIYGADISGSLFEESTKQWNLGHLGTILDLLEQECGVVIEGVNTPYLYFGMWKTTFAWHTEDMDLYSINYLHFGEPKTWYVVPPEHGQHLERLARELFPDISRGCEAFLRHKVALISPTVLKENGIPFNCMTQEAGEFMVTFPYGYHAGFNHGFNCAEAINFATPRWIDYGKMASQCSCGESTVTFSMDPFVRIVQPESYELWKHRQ
KinaseGlo FLuc – Counterscreen for Luciferase (Kinase-Glo TM) Inhibition; Kinase-Glo luciferase, ATP luminescence, 8 min; Potency, µM (doses to about 38.3 µM), for inactives: at the highest dose activity change, negative = inhibition, hits mostly inhibitors; hit rate 0.28% among 200,000; Luciferin 4-monooxygenase (Photuris pensylvanica), Q27757; further: on the % scale 0 is the no-effect control and ±100 the full control effect; nearly all actives have a fitted effect of over 60% in size
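Compounds were added to a substrate mix at pH 7.2 (50 mM imidazole, 10 uM ATP, within the enzyme's linear range), followed by Kinase-Glo detection reagent; luminescence was measured after 8 minutes at ambient temperature.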
ALDH1A1 block – qHTS Assay for Inhibitors of Aldehyde Dehydrogenase 1 (ALDH1A1) | Potency, µM (highest dose often 75.3 µM), for the others: top-dose activity, negative = inhibition, usual class: inhibitors | AID 1030, 2008 | hit rate 7.3% among 220,000 | Purified ALDH1A1, NADH fluorescence, propionaldehyde substrate; active means well fitted inhibition curve with a large enough effect, not every such curve was filed as active; inconclusive means small, poorly fitted or top-dose-only effect, or another doubt; inactive means no such curve, though single readings can be large or run the other way;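 further: plate controls were no enzyme wells and a reference inhibitor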
Target sequence (P00352 whole entry, looked up): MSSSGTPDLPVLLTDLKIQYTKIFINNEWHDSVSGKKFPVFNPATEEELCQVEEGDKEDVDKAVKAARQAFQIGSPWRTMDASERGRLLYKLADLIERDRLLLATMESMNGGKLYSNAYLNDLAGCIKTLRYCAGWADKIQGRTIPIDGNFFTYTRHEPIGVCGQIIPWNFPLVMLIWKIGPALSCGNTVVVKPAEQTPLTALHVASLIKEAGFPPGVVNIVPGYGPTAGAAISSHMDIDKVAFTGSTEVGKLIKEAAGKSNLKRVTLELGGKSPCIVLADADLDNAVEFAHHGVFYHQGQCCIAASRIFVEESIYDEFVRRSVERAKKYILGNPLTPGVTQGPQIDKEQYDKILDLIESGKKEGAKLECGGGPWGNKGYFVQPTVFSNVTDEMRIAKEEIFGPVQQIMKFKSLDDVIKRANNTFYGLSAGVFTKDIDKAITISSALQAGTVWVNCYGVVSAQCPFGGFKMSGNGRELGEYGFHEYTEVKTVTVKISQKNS
SMN2 splice enh – qHTS Assay for Enhancers of SMN2 Splice Variant Expression. HEK293 SMN2-luciferase splicing reporter, luminescence, 30-36 h. Potency, µM (titrated, usually from 46.1 µM), inactives show top-dose activity change, positive = activation, most hits filed as activators. hit rate 2.8% among 210,000; further: % of control where 0% means no effect; nearly all actives have a fitted effect of over 55% in size
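qHTS luciferase splicing reporter: luminescence rises when SMN2 exon 7 is included in transfected HEK293 cells. Compound exposure lasted 30-36 h at 37C, with 4.5 mM final sodium butyrate as control, followed by a ONE-Glo read.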
L3MBTL1 inh – qHTS Assay for the Inhibitors of L3MBTL1 | AID 485360, 2010 | AlphaScreen L3MBTL1–H3K9me1 peptide binding | Potency, µM (top dose mostly 57.1 µM), for the others: top-dose activity, negative = inhibition, actives largely listed as inhibitors | hit rate 0.66% among 230,000 | Lethal(3)malignant brain tumor-like protein 1 (Homo sapiens), Q9Y468; further: on the % scale 0 is the no-effect control and ±100 the full control effect; nearly all actives have a fitted effect of over 60% in size
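AlphaScreen assay: L3MBTL1 (50 nM final) was preincubated 30 min at room temperature with biotinylated H3(1-15)K9me1 peptide (75 nM final), then 30 min with library compounds; streptavidin donor and nickel chelate acceptor beads (10 ug/mL final) added, 30 min dark.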
Tau ThT inhib – qHTS for Inhibitors of Tau Fibril Formation, Thioflavin T Binding; hit rate 2.1% among 270,000; recombinant tau K18 P301L (four-repeat tau fragment), heparin-induced fibrillization, ThT fluorescence; Potency, µM (titrated, usually from 57.4 µM), without a hit: at the top dose activity, negative = inhibition, hits mostly inhibitors; Microtubule-associated protein tau (Homo sapiens), P10636; further: on the % scale 0 is the no-effect control and ±100 the full control effect; nearly all actives have a fitted effect of over 55% in size
Target sequence (P10636 561-689 P618L limits assumed): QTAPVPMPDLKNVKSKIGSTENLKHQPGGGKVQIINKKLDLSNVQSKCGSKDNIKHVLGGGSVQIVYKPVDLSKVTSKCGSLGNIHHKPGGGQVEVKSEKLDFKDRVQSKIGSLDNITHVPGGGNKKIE
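Aggregation was driven by heparin (20 uM final) acting on recombinant tau […] bearing P301L in 100 mM sodium acetate pH 7; fibrils were detected with Thioflavin T.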
Lamin A splicing – qHTS Assay for Modulators of Lamin A Splicing | Potency, µM (top dose mostly 46.1 µM), for inactives: top-dose ratio change, negative = inhibition, actives largely listed as inhibitors | hit rate 0.01% among 200,000 | HeLa LMNA splicing GFP/RFP minigene ratio, 48 h; active means well fitted inhibition curve with a large enough effect in the signal ratio, with a control signal flat, not every such curve was filed as active; inconclusive means small, poorly fitted or top-dose-only effect, or effect the other way, or a change in a side signal; the % refers to the signal ratio; further: on the % scale 0 is the no-effect control and ±100 the full control effect
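S3 HeLa cells stably expressing lamin A-EGFP splicing minigene plus DsRed2, 600 cells/well, 48 h compound exposure at 37C. Laser-scanning cytometry; analysed as GFP (500-530 nm)/RFP (575-640 nm) total intensity ratio; 0.5% DMSO vehicle.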
Numbers without * were called inactive; i = inactive; u = inconclusive; x = not tested or not shown; [ ] = remark or other dose. Unless noted, the call rests on the fitted dose curve; in most records, active means well fitted curve in the direction sought with a large enough effect; inconclusive means small, poorly fitted or top-dose-only effect, or another doubt; inactive means no such curve, though single readings can be large; an effect the other way counts as inactive or inconclusive. Potency means the concentration at half of the fitted maximal effect. A portion of the library. The share of hits here may be higher or lower than overall.

SMILES	RECQ1 helicase	KDM4E inh	KinaseGlo FLuc	ALDH1A1 block	SMN2 splice enh	L3MBTL1 inh	Tau ThT inhib	Lamin A splicing
Cc1nc(SCC(=O)NC(C)(C)C)c2c(-c3cccs3)csc2n1	-2%	1%	0%	u	-62%[inhibitor]	1%	-11%	u
Cc1ccccc1NC1(C#N)C(=O)Nc2ccccc21 (stereo unspecified)	-5%	-2%	2%	u	-5%	x	u	3%
Cc1noc(C)c1S(=O)(=O)N1CCCC(C(=O)c2cccc(OC(C)C)c2)C1 (stereo unspecified)	i	0%	0%	-7%	x	14%	-14%	-1%[46 µM]
O=C(CSc1nc2ccccc2[nH]1)c1cccs1	6%	8%	-7%	4%	u	1%	-11%	-8%
CN(c1ccccc1)c1nc(N)c([N+](=O)[O-])c(NCc2ccco2)n1	-16%	-15%	-4%	2%	-13%	-16%	-7%	4%
CS(=O)(=O)N1N=C(c2ccco2)CC1c1cccc([N+](=O)[O-])c1 (stereo unspecified)	-11%	-3%	x	x	x	11%	-4%	x
Cc1[nH]c2ccccc2c1C(c1ccncc1)N1CCN(c2ccc(F)cc2)CC1 (stereo unspecified)	-12%	-13%	4%	5%	10%	-18%	u	u
COc1ccc(Br)cc1CNc1ccc2[nH]c(=O)[nH]c2c1	i	u	2%	-1%	-5%	-14%[11.4 µM]	u	u
CC1(C)Cc2c(sc(/N=C/N3CCCCCC3)c2C#N)C(C)(C)N1	-10%	0%	0%	-4%	14%	-3%	1%	-7%[46 µM]
COc1ccc(CCNC(=O)CCc2ccc(S(=O)(=O)NCC(C)C)cc2)cc1OC	-11%	-1%	3%	9%	x	7%	-3%	x
CCn1c(SCC(=O)Nc2ccc(C(=O)OC)cc2)nnc1-c1cccs1	-8%	12%	4%	6%	-9%	5%	u	12%
CCC(C)NC(=O)/C=C1\Sc2ccccc2NC1=O (stereo unspecified)	-3%	u	1%	u	20%	-2%	-1%	-2%
CC(C)CC(=O)N(Cc1ccc(F)cc1)C1CCS(=O)(=O)C1 (stereo unspecified)	11%	10%	-2%	11%	-9%	-1%	-3%	18%[46 µM]
CCOC(=O)Nc1ccc(OC)cc1S(=O)(=O)N1CCCCC1	3%	4%	-2%	u	17%	2%	4%	-19%
CCOc1cc(C)c(C(C)C)cc1S(=O)(=O)NCc1ccccn1	-3%	8%	-1%	14µM*	2%	x	4%	13%
COc1cccc(Nc2nc3cc(OC)ccc3cc2C#N)c1	-1%	u	1%	x	-11%	12%	-1%	-15%[46 µM]
CC(C)c1ccc(N2CC(C(=O)Nc3nccs3)CC2=O)cc1 (stereo unspecified)	-12%	3%	0%	-1%	-1%	-1%	3%	1%
COc1ccccc1NC(=O)N(Cc1ccc2c(c1)OCO2)Cc1nc2ccccc2c(=O)[nH]1	-11%	-3%	-4%	6%	29%	x	-3%	3%
Fc1ccc(NC(=S)N2CCN(c3cccc(C(F)(F)F)c3)CC2)cc1	0%	8%	4%	2%	-25%	6%	1%	u
O=C(/C=C/c1ccccc1[N+](=O)[O-])c1ccc(F)cc1	i	13%	1%	11%	-13%	-9%	u	u
O=C(Nc1cc2cccc([N+](=O)[O-])c2oc1=O)c1cccs1	-13%	7%	-1%	0%	10%	4%	-8%	1%[46 µM]
COc1cc2cc(CN(CCN3CCOCC3)C(=O)Nc3ccc(F)cc3)c(=O)[nH]c2cc1OC	-3%	u	-2%	-29%	x	8%	-8%	-1%[46 µM]
O=C(NCC1CCCO1)C(C(=O)c1ccccc1)n1cc(Cl)ccc1=O (stereo unspecified)	2%	11%	-6%	7%	-1%	7%	4%	19%
O=C(NCc1ccco1)c1cc([N+](=O)[O-])ccc1N1CCOCC1	i	-5%	3%	u	-7%	-1%	-15%	1%[46 µM]
O=C(CNC1CCCCC1)Nc1ccc([N+](=O)[O-])cc1C(=O)Nc1ccccc1F	-8%	4%	0%	-8%	12%	x	-10%	x
CCOC(=O)c1cccc(NC(=O)CCS(=O)(=O)c2cccs2)c1	i	4%	-1%	20µM*	-32%[inhibitor]	3%	-6%	7%
Cc1nn(-c2ccccc2)c(=O)c2noc(C)c12	-3%	-12%	x	-1%	x	-6%	-10%	x
COc1ccc(NC(=O)Cn2c(=O)oc3ccccc32)cc1	-9%	3%	x	x	x	x	-1%	-11%[46 µM]
O=C1CCC(C(=O)OCC(=O)C23CC4CC(CC(C4)C2)C3)N1 (stereo unspecified)	i	1%	14%	10%	2%	-7%	-3%	-1%
COCc1[nH][nH]c(=O)c1C=Nc1ccc(Oc2ccccc2)cc1	-4%	-1%	-2%	u	3%	x	-9%	5%
COC(=O)C(Cc1c[nH]c2ccccc12)NC(=O)C(C)C (stereo unspecified)	-14%	3%	-1%	3%	6%	3%	-11%	1%
COc1ccc(CCNC(=O)CCn2c(=O)[nH]c3cc(OC)c(OC)cc3c2=O)cc1OC	-1%	u	5%	-12%	-4%	7%	4%	2%
COc1ccc(Cl)cc1C(=O)Nn1c(-c2cccs2)nc2ccccc2c1=O	i	-1%	3%	9%	29%	19%	3%	u
CC(=O)Oc1ccccc1C1=NN(C(=O)/C=C/c2ccccc2)C(c2ccccc2)C1 (stereo unspecified)	-15%	u	-1%	u	8%	-4%	-9%	u
CNCCCOc1ccc(C(C)(C)c2ccccc2)cc1	8%	u	-2%	u	2%	x	-4%	1%
O=C(NCCOC(=O)c1ccccc1C(=O)OCCNC(=O)c1cccnc1)c1cccnc1	-4%	-7%	-5%	7%	6%	x	-2%	5%
Cn1c(CNC(=O)c2ccccc2F)nnc1SCc1ccc(Cl)cc1	i	-8%	2%	-8%	5%	-4%[11.4 µM]	-3%	-20%[46 µM]
COc1cccc2cc(-c3nnc(SCC(=O)NCCc4ccccc4)n3C)oc12	-7%	7%	-3%	6%	-3%	x	u	0%
CCCCc1nc2ccccc2n1CC(=O)NN	-1%	33%[activator]	-1%	3%	8%	-5%	-4%	2%
CCOC(=O)c1nnn(-c2nonc2N)c1-c1ccc(Br)cc1	-4%	-1%	3%	-2%	-4%	1%	-1%	-6%[46 µM]
NC(=O)[C@@H]1CCOc2c(F)cc([N+](=O)[O-])cc2C(=O)N[C@@H](CO)C(=O)NCC(=O)N1	-1%	-5%	3%	u	14%	-3%	-8%	7%
CCOC(=O)c1c(NC(=O)CN2CCOCC2)sc2c1CC(C)(C)OC2	-12%	u	-1%	14µM*	-2%	-2%	1%	5%
CCn1cc(CN2N=C(C)CC2c2ccccc2)c(C)n1 (stereo unspecified)	i	-21%	-2%	2%	-6%	-3%	-2%	u
Nc1c(C(=O)NCCc2ccc(Cl)cc2)sc2ccc(S(=O)(=O)N3CCCCC3)cc12	-14%	u	4%	-1%	-22%	-8%	-14%	u
O=P(OCC1CC1)(c1ccccc1)c1ccccc1	-8%	1%	-2%	2%	1%	13%	1%	-7%
Cc1ccc(/C=C2/C(=O)ON=C2c2ccccc2)o1	-20%	0%	x	-12%	x	-12%	u	x
CC(=O)c1cccc(NC(=O)COc2nsnc2N2CCOCC2)c1	-1%	-5%	x	-8%	x	6%	-9%	-9%
Cc1nc2nc(CSc3nc4ccccc4s3)cc(=O)n2[nH]1	i	-3%	0%	8%	20%	x	-3%	13%
COc1c(C=O)c(=O)[nH]c2c(OC)cccc12	6%	-29%	-2%	u	11%	x	-13%	x
COc1cccc(C2Oc3ccccc3C3CC(c4cccs4)=NN32)c1 (stereo unspecified)	i	u	x	x	x	3%	u	x
Cc1cnc(CNc2nc(-c3cccnc3)nc3ccccc23)cn1	-9%	-14%	0%	u	7%	x	-12%	-9%

In a second layout: 10 of the compounds above.
Below each compound – RECQ1 helicase	KDM4E inh	KinaseGlo FLuc	ALDH1A1 block	SMN2 splice enh	L3MBTL1 inh	Tau ThT inhib	Lamin A splicing
CCOC(=O)c1c(NC(=O)CN2CCOCC2)sc2c1CC(C)(C)OC2
    -12%	u	-1%	14µM*	-2%	-2%	1%	5%
CCn1cc(CN2N=C(C)CC2c2ccccc2)c(C)n1 (stereo unspecified)
    i	-21%	-2%	2%	-6%	-3%	-2%	u
Nc1c(C(=O)NCCc2ccc(Cl)cc2)sc2ccc(S(=O)(=O)N3CCCCC3)cc12
    -14%	u	4%	-1%	-22%	-8%	-14%	u
O=P(OCC1CC1)(c1ccccc1)c1ccccc1
    -8%	1%	-2%	2%	1%	13%	1%	-7%
Cc1ccc(/C=C2/C(=O)ON=C2c2ccccc2)o1
    -20%	0%	x	-12%	x	-12%	u	x
CC(=O)c1cccc(NC(=O)COc2nsnc2N2CCOCC2)c1
    -1%	-5%	x	-8%	x	6%	-9%	-9%
Cc1nc2nc(CSc3nc4ccccc4s3)cc(=O)n2[nH]1
    i	-3%	0%	8%	20%	x	-3%	13%
COc1c(C=O)c(=O)[nH]c2c(OC)cccc12
    6%	-29%	-2%	u	11%	x	-13%	x
COc1cccc(C2Oc3ccccc3C3CC(c4cccs4)=NN32)c1 (stereo unspecified)
    i	u	x	x	x	3%	u	x
Cc1cnc(CNc2nc(-c3cccnc3)nc3ccccc23)cn1
    -9%	-14%	0%	u	7%	x	-12%	-9%
